Pax4 mRNA alpha TC1: Pax4 mRNA upregulation in alpha cells – RT-PCR, mouse alpha TC1 cells, single point, primary screen (AID 1053180); activation, % at 10 µM; 9,600 compounds, 0.2% hits; mouse alpha TC1 cells, Pax4 mRNA qPCR, 6 days; active compounds read high; 100% = Pax4 plasmid added at qPCR;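 active = highest normalized replicate activity of 15 or more, or at least half the replicates reach 15 or more; inactive = neither condition met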;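 note: pax4 Ct normalized to GAPDH with activation seen as lower delta delta Ct; plate controls were plate neutral control wells for no effect and Pax4 plasmid positive control for full effect; each compound tested in two replicate wells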
YAP1 CTGF inhibition: reduction of CTGF mRNA in DLD1 cells – DLD1 colon cancer cells, RT-qPCR, single point, primary screen (AID 743449). DLD1 CTGF mRNA qPCR, 24 h; active compounds read high. inhibition, % at 12.5 µM. 9,900 compounds, 0.9% hits;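 active = mean normalized replicate activity at least 50 and at least half of replicates each reaching 50; inconclusive = only one of the two criteria met; inactive = neither criterion met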;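 note: 0% = neutral control wells and 100% = dasatinib control wells; higher means stronger suppression of CTGF expression like dasatinib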
* hit, by the source's call; u = inconclusive; x = no result given. The list is partial (hit frequency here may not be typical).

Molecule | Pax4 mRNA alpha TC1 | YAP1 CTGF inhibition
C[C@H](NC(=O)C[C@@H]1CC[C@H]2[C@@H](COc3ccc(NS(=O)(=O)c4ccc(Cl)cc4)cc3C(=O)N2C)O1)c1ccccc1 | 0.0 | -16
Cc1ccc(-c2ccccc2[C@H]2[C@@H](C#N)N(c3ncc(-c4ccccc4)s3)[C@@H]2CO)cc1 | 0.1 | -123
CO[C@H]1CN(C)C(=O)c2cc(NC(=O)Nc3cccc(Cl)c3)ccc2OC[C@H](C)N(C(=O)Nc2c(C)noc2C)C[C@H]1C | 0.0 | -6
OC[C@@H]1[C@H](c2ccc(-c3ccc(F)cc3)cc2)[C@@H](CNC2CCCC2)N1CCC(F)(F)F | 0.5 | -89
CN1C(=O)c2cc(NC(=O)c3ccc(C#N)cc3)ccc2OC[C@H]2O[C@@H](CC(=O)NC3Cc4ccccc4C3)CC[C@@H]21 | 0.0 | 0
N#C[C@H]1[C@@H](c2ccccc2-c2ccc(F)cc2)[C@@H](CO)N1C(=O)Cc1cccnc1 | 0.0 | -2
CO[C@H]1CN(C)C(=O)c2cc(NC(=O)CC(F)(F)F)ccc2OC[C@@H](C)N(CC2CC2)C[C@H]1C | 0.0 | 12
O=C(c1cnccn1)N1CC(=O)N2[C@H](CO)[C@H](c3ccc(-c4cccc(F)c4)cc3)[C@@H]2C1 | 0.0 | 18
COCCNC(=O)[C@@H]1[C@@H](CO)[C@@H]2Cn3c(cccc3=O)[C@H]1N2S(=O)(=O)c1ccccc1C | 0.0 | -11
Cc1ccc(S(=O)(=O)N(C)C[C@@H]2Oc3c(NS(C)(=O)=O)cccc3C(=O)N([C@@H](C)CO)C[C@H]2C)cc1 | 0.0 | -12
C[C@@H]1CN([C@H](C)CO)C(=O)c2cc(C#Cc3ccccc3)cnc2O[C@@H]1CN(C)C(=O)c1ccccc1 | 0.0 | 14
C[C@@H]1CCCCO[C@@H](CN(C)CC2CC2)[C@H](C)CN([C@H](C)CO)C(=O)c2cc(NC(=O)c3ccccc3)ccc2O1 | 0.0 | -3
COc1cccc(S(=O)(=O)N2C[C@@H](O)COC[C@@H]3O[C@H](CC(=O)N4CCN(c5ccccc5)CC4)CC[C@H]32)c1 | 0.0 | 17
COc1ccc2c3c(n(C)c2c1)[C@@H](CO)N(Cc1ccccc1)CC31CN(C(=O)c2ccccc2F)C1 | 0.0 | -29
C[C@@H]1CN([C@H](C)CO)C(=O)c2ccccc2-c2ccccc2CO[C@@H]1CN(C)S(=O)(=O)c1cccc(C#N)c1 | 0.0 | 20
O=C(CCN1CCCCC1)N[C@@H]1CC[C@@H](CC(=O)N2CCC(Cc3ccccc3)CC2)O[C@H]1CO | 0.0 | 31
CN(C)CC(=O)N1[C@H](C#N)[C@H](c2ccc(-c3cccc(C(=O)N(C)C)c3)cc2)[C@H]1CO | 0.0 | 10
C[C@H](CO)N1C[C@H](C)[C@H](CN(C)Cc2ccc3c(c2)OCO3)Oc2ccc(NC(=O)C3CCCCC3)cc2C1=O | 0.0 | -89
CC(=O)NC[C@H]1[C@@H](c2ccc(C#Cc3ccccc3F)cc2)[C@@H](CO)N1C(C)=O | 0.0 | 36
CCS(=O)(=O)N1CC2(CN(C)[C@H](CO)c3c2c2ccc(OC)cc2n3C)C1 | 0.0 | 15
COc1ccc(C(=O)N2C[C@H]3[C@@H](c4ccccc42)[C@@H](CO)N3Cc2ccccc2Cl)cc1 | 0.0 | -12
COCC(=O)N1C[C@@H](C)[C@H](OC)CN(C)C(=O)c2ccc(NC(=O)Nc3cccc(F)c3)cc2OC[C@H]1C | 0.0 | -10
O=C(NCC[C@@H]1CC[C@H](NS(=O)(=O)c2ccc(F)cc2)[C@@H](CO)O1)c1ccc2c(c1)OCO2 | 0.0 | 25
COCC(=O)Nc1ccc2c(c1)[C@H]1C[C@H](CC(=O)N[C@H](C)c3ccccc3)O[C@@H](CO)[C@H]1O2 | 0.0 | -1
COc1ccc(S(=O)(=O)N(C)C[C@@H]2Oc3c(cccc3N(C)C)C(=O)N([C@H](C)CO)C[C@@H]2C)cc1 | 0.0 | -3
O=C(C[C@@H]1CC[C@@H]2[C@H](COC[C@@H](O)CN2Cc2ccc(Oc3ccccc3)cc2)O1)N1CCN(c2ccccc2)CC1 | 0.0 | -41
COc1ccc2c3c([nH]c2c1)[C@H](CO)N(Cc1ccncc1)CC31CN(C(=O)CN(C)C)C1 | 0.0 | 2
CN1C(=O)c2cc(NC(=O)Cc3cccs3)ccc2OC[C@H]2O[C@H](CC(=O)NCc3ccc(-c4ccccc4)cc3)CC[C@@H]21 | 0.0 | 3
O=C(C[C@@H]1C[C@@H]2c3cc(NS(=O)(=O)c4ccccc4)ccc3O[C@@H]2[C@@H](CO)O1)N1CCOCC1 | 0.0 | -20
COCC(=O)N1[C@H](C#N)[C@H](c2ccccc2C2=CCCC2)[C@@H]1CO | 0.0 | 10
CN1CCN(C(=O)C[C@@H]2CC[C@H]3[C@H](COc4ccc(NC(=O)C5CCOCC5)cc4C(=O)N3C)O2)CC1 | 0.0 | -85
O=C(O)C[C@H]1C[C@@H]2c3cc(NC(=O)Cc4ccncc4)ccc3O[C@@H]2[C@@H](CO)O1 | 0.0 | -44
O=S(=O)(c1ccccc1)N1[C@H](CO)[C@@H]2c3ccccc3NC[C@@H]21 | 0.0 | -11
OC[C@H]1[C@@H]2c3ccccc3NC[C@@H]2N1Cc1ccccc1Cl | 0.0 | -47
C[C@H]1CC(=O)N[C@H](c2ccccc2)C/C=C\C[C@H](c2ccc3c(c2)OCO3)NC1=O | 0.0 | -30
COc1cccc(CN2[C@@H]3CNC[C@H]2C3c2ccc(-c3ccc(C#N)cc3)cc2)c1 (some centres undefined) | 0.0 | -26
O=C(C[C@H]1CC[C@H](NS(=O)(=O)c2ccccc2F)[C@@H](CO)O1)NCCCN1CCOCC1 | 0.0 | 9
O=C(C1CCOCC1)N1[C@H](CO)[C@@H](c2ccccc2)C12CN(Cc1cccc(Cl)c1)C2 | x | -5
C/C=C/c1ccccc1[C@H]1[C@@H](C#N)N(C(C)=O)[C@@H]1CO | 0.0 | -15
COc1ccc(S(=O)(=O)N(C)C[C@@H]2Oc3c(cccc3N(C)C)C(=O)N([C@@H](C)CO)C[C@@H]2C)cc1 | 0.0 | -142
COCC(=O)N1CC[C@@H]2[C@H](CO)Nc3ccc(C#Cc4ccc(F)cc4)cc3[C@@H]21 | 0.0 | 51*
C[C@@H]1CN([C@@H](C)CO)C(=O)c2cc(NC(=O)Cn3cnnn3)ccc2O[C@@H]1CN(C)C(=O)Nc1ccc2c(c1)OCO2 | 0.0 | -14
O=C(C[C@H]1CC[C@H]2[C@@H](COC[C@@H](O)CN2S(=O)(=O)c2cccc(F)c2)O1)NCc1ccncn1 | 0.0 | -2
O=C(C1CCOCC1)N1CC(=O)N2[C@@H](CO)[C@H](c3ccc(/C=C/c4ccccc4)cc3)[C@@H]2C1 | 0.0 | 2
CCC(=O)N1CC(=O)N2[C@H](CO)[C@H](c3ccc(-c4ccc(C#N)cc4)cc3)[C@H]2C1 | 0.0 | -12
Cc1noc(C)c1S(=O)(=O)Nc1cccc2c1O[C@@H](CN(C)Cc1ccc(C(F)(F)F)cc1)[C@@H](C)CN([C@H](C)CO)C2=O | 0.0 | -6
C[C@H]1CN([C@@H](C)CO)C(=O)c2cc(NC(=O)Cn3cnnn3)ccc2O[C@H]1CN(C)Cc1ccc(C(=O)Nc2ccccc2N)cc1 | 0.0 | -13
O=C1CN(S(=O)(=O)c2cccc(F)c2)C[C@H]2[C@@H](c3ccc(C4=CCCC4)cc3)[C@@H](CO)N12 | 0.0 | 20
OC[C@H]1[C@@H](c2ccc(Br)cc2)[C@H]2CNCCCCN21 | 0.0 | -32
CO[C@H]1CN(C)C(=O)c2ccc(NC(=O)Nc3ccccc3Cl)cc2OC[C@@H](C)NC[C@H]1C | 0.0 | 14
CC(C)NC(=O)N1[C@H](CO)[C@@H](c2ccccc2)C12CN(C(=O)Cc1cccnc1)C2 | x | -17
CNC[C@@H]1OCCCC[C@@H](C)Oc2ccc(NS(=O)(=O)c3ccc(F)cc3)cc2C(=O)N([C@H](C)CO)C[C@H]1C | 0.0 | -19
N#Cc1cccc(-c2ccc([C@H]3[C@@H](CO)N[C@@H]3CNC(=O)C3CCC3)cc2)c1 | 0.0 | -36
O=C1N[C@H](Cc2ccccc2)COCc2cn(nn2)CC[C@H]1Cc1cccc(F)c1 | 0.1 | 3
COc1ccccc1-c1cnc2c(c1)C(=O)N([C@@H](C)CO)C[C@H](C)[C@H](CN(C)C(=O)CC1CC1)O2 | 0.0 | -23
O=C1C[C@@H](c2ccccc2)C(=O)N[C@@H](c2ccccc2)C/C=C\C[C@H](c2ccccc2)N1 | 0.0 | -1
CO[C@@H]1CC[C@@H]2CCN(C)C(=O)[C@@H](C)CN(C)C(=O)c3cc(C#N)ccc3OC[C@H]1O2 | 0.0 | -10
O=C(c1cnccn1)N1CC(=O)N2[C@H](C1)[C@@H](c1ccc(-c3cccc(F)c3)cc1)[C@@H]2CO | 0.0 | 21
O=S(=O)(c1ccccc1)N1[C@H](CO)[C@H]2c3ccccc3NC[C@H]21 | 0.0 | 5
COc1ccc2c3c(n(C)c2c1)[C@H](CO)NCC31CCN(Cc2cc(F)ccc2F)CC1 | 0.2 | -41

Carrying on.
Molecule | Pax4 mRNA alpha TC1 | YAP1 CTGF inhibition
O=C(c1cnccn1)N1CC(=O)N2[C@H](CO)[C@@H](c3ccc(/C=C/c4ccccc4)cc3)[C@@H]2C1 | 0.0 | -20
CCCC#Cc1ccc([C@H]2[C@@H](CO)N3C(=O)CN(C(=O)c4cccnc4)C[C@@H]23)cc1 | 0.0 | -9
CC(C)NC(=O)N1[C@H](CO)[C@@H]2c3ccccc3NC[C@@H]21 | 0.0 | 0
C/C=C/c1cnc2c(c1)C(=O)N([C@@H](C)CO)C[C@@H](C)[C@H](CN(C)C(=O)Nc1cccc(OC)c1)O2 | 0.0 | 9
O=C(N[C@H]1CC[C@H](CCNS(=O)(=O)c2ccc(F)cc2)O[C@@H]1CO)C1CCC1 | 0.0 | 5
C[C@H](CO)N1C[C@H](C)[C@H](CN(C)Cc2ccc(-c3ccccc3)cc2)Oc2c(NS(C)(=O)=O)cccc2C1=O | 0.0 | 11
C[C@H]1CN([C@@H](C)CO)C(=O)CCCn2nncc2CO[C@@H]1CN(C)Cc1cccc2c1OCCCO2 | 0.0 | 4
CO[C@@H](CN(C)S(=O)(=O)c1ccc(F)cc1)[C@@H](C)CN(Cc1ccccc1Cl)[C@H](C)CO | 0.0 | u
COc1ccc(CNC(=O)N(C)C[C@@H]2OCc3ccccc3-c3c(n(C)c4ccccc34)C(=O)N([C@@H](C)CO)C[C@H]2C)cc1 | 0.0 | -12
COc1ccccc1-c1ccc([C@H]2[C@@H](CO)N(C(=O)NC3CCCCC3)[C@H]2C#N)cc1 | 0.0 | 30
CCS(=O)(=O)NCC[C@@H]1CC[C@H](NS(=O)(=O)c2ccccc2C)[C@H](CO)O1 | 0.0 | -20
N#C[C@H]1[C@@H](c2ccccc2C2=CCCC2)[C@H](CO)N1C(=O)C1CCOCC1 | 0.0 | 25
C/C=C/c1ccc(C2[C@@H]3CN(S(=O)(=O)c4ccccc4F)C[C@H]2N3)cc1 (some centres undefined) | 0.0 | -66
O=C(C[C@H]1CC[C@H]2NC[C@H](O)COC[C@@H]2O1)NCc1ccc2c(c1)OCO2 | 0.0 | -4
CC=Cc1ccc2n(c1=O)C[C@H]1[C@H](CO)[C@@H](C(=O)N[C@@H](C)c3ccccc3)[C@@H]2N1Cc1cncnc1 (mixture of isomers) | 0.0 | -12

By substructure, the entries above containing two or more sulfur atoms
Molecule | Pax4 mRNA alpha TC1 | YAP1 CTGF inhibition
Cc1ccc(S(=O)(=O)N(C)C[C@@H]2Oc3c(NS(C)(=O)=O)cccc3C(=O)N([C@@H](C)CO)C[C@H]2C)cc1 | 0.0 | -12
CCS(=O)(=O)NCC[C@@H]1CC[C@H](NS(=O)(=O)c2ccccc2C)[C@H](CO)O1 | 0.0 | -20

(listing goes on)
Molecule | Pax4 mRNA alpha TC1 | YAP1 CTGF inhibition
CC(C)C#Cc1ccc([C@@H]2[C@@H](CO)N3C(=O)CN(C(=O)c4ccc5c(c4)OCO5)C[C@H]23)cc1 | 0.0 | u
C[C@H]1CCCCO[C@@H](CN(C)Cc2ccncc2)[C@@H](C)CN([C@@H](C)CO)C(=O)c2cc(NS(=O)(=O)c3ccc(Cl)cc3)ccc2O1 | 0.0 | -6
COCC(=O)N1CC[C@@H]2[C@@H](CO)Nc3ccc(-c4ccc(C(=O)N(C)C)cc4)cc3[C@@H]21 | 0.0 | -5
COc1cccc(CNC(=O)C[C@@H]2CC[C@H]3[C@H](COc4ccc(NS(=O)(=O)c5ccccc5F)cc4C(=O)N3C)O2)c1 | 0.0 | -10
Cc1ccc(S(=O)(=O)N2CC[C@@H]3[C@@H](CO)Nc4ccc(-c5cccc(C(=O)N(C)C)c5)cc4[C@@H]32)cc1 | 0.0 | 5
CCC(=O)N1CC(=O)N2[C@H](CO)[C@H](c3ccc(-c4ccc(C#N)cc4)cc3)[C@@H]2C1 | 0.0 | 13

Reformatted: 2 of the compounds above.
C[C@H]1CCCCO[C@@H](CN(C)Cc2ccncc2)[C@@H](C)CN([C@@H](C)CO)C(=O)c2cc(NS(=O)(=O)c3ccc(Cl)cc3)ccc2O1
  Pax4 mRNA alpha TC1: 0.0	YAP1 CTGF inhibition: -6
COCC(=O)N1CC[C@@H]2[C@@H](CO)Nc3ccc(-c4ccc(C(=O)N(C)C)cc4)cc3[C@@H]21
  Pax4 mRNA alpha TC1: 0.0	YAP1 CTGF inhibition: -5

Screening results from PubChem BioAssay.
